# 15-hLO-2 inh: 15-hLO-2 (ALOX15B) enzyme inhibition. O15296. Potency, µM (doses to about 57.1 µM), without a hit: at the top dose activity change, negative = inhibition, hits mostly inhibitors. 0.56% of 110,000 active. purified 15hLO-2, xylenol orange hydroperoxide absorbance; also: potency is read from the fitted curve at half-maximal effect; nearly all actives have a fitted effect of over 60% in size; many of its hits are not listed in these tables
#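 Purified human 15hLO-2 (50 nM final) preincubated with compounds 15 min at room temperature in 25 mM Hepes pH 7.5, 0.01% Triton X-100, then 45 uM arachidonic acid added for 90 min; hydroperoxide detected via ferrous/xylenol orange, 573/405 nm absorbance ratio.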
# ALOX12 inhib: blocks human 12-lipoxygenase activity. P18054. purified 12-hLO, xylenol orange hydroperoxide absorbance. Potency, µM (doses to about 57.1 µM), inactives show top-dose activity change, negative = inhibition, usual class: inhibitors. 0.12% of 150,000 active; also: potency is read from the fitted curve at half-maximal effect; nearly all actives have a fitted effect of over 55% in size; many of its hits are not listed in these tables
# Target sequence (P18054 whole entry, looked up): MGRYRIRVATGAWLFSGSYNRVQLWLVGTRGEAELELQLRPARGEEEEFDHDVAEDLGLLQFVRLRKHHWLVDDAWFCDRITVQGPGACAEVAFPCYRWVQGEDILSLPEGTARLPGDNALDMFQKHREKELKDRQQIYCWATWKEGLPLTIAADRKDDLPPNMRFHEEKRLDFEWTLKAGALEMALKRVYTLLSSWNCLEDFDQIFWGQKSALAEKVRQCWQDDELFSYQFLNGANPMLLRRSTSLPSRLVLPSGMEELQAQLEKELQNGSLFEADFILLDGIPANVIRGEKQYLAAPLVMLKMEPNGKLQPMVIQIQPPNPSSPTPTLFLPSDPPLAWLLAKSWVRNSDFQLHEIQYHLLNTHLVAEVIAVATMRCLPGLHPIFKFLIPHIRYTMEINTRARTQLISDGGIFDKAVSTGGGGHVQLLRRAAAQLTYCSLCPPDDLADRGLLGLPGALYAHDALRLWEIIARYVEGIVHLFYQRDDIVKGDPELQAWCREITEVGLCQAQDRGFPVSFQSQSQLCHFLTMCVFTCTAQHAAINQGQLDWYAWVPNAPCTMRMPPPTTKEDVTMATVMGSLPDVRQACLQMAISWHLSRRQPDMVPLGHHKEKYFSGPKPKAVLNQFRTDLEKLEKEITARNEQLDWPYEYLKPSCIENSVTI
#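 Purified human 12hLO (150 nM final) was preincubated with compounds for 15 min at room temperature in 25 mM Hepes pH 7.0, 0.01% Triton X-100, then reacted with 40 uM arachidonic acid for 30 min. Hydroperoxide was detected with ferrous iron/xylenol orange.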
# IMPase inh: membrane-permeable compound that blocks inositol monophosphatase | P97697 | CHO-M1 cells, IP1 accumulation, HTRF TR-FRET ratio | inhibition (IP1 accumulation), % at 46.1 µM | 120,000 tested, under 10 active; active = well fitted curve in the direction sought with a large enough effect in the signal ratio, not every such curve was filed as active; inconclusive = small, poorly fitted or top-dose-only effect, or a change in a side signal; inactive = no such curve, though single readings can be large or run the other way; the % refers to the signal ratio;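 also: cells stimulated with carbachol in lithium chloride buffer; plate controls were DMSO basal wells for no effect and reference inhibitor wells for full effect; higher means more IMPase inhibition seen as more IP1 and lower FRET ratio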
# Target sequence (P97697 whole entry, looked up): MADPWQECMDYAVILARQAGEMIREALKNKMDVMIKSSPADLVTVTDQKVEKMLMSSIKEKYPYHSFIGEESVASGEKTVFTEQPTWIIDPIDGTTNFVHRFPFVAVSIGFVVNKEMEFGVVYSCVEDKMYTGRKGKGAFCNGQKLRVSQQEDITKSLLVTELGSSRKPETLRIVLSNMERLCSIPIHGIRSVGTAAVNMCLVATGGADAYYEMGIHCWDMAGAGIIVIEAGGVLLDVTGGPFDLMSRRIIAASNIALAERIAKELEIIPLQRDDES
#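 CHO-M1 cells (CHO stably expressing M1 receptor), compound up to 46 uM final, stimulated with carbachol (50 uM as added) in buffer with 50mM LiCl, pH 7.4, 30 min at 37C. Cytosolic IP1 read by TR-FRET; AC50 from Hill fits.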
# PNC assembly inh: perinucleolar compartment assembly inhibition; activity change (PNC), negative = inhibition, % at 10 µM; 3.1% of 140,000 active; PC3M PTB-GFP, PNC prevalence imaging, 16 h; active compounds read low;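 active = readout at or below -70, meaning at least 70% loss of cells showing the perinucleolar compartment, a nuclear body marking cancer cells; inconclusive = readout between -30 and a set limit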;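 also: plate controls were DMSO wells for no effect and camptothecin positive control wells for full effect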
#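 Read-out is percentage of cells bearing a perinucleolar compartment, from automated 20x imaging of fixed, Hoechst-stained PC3M PTB-GFP cells. Cells were seeded 4 h, then exposed 16 h to compound (23 nl of library stock) in duplicate plates.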
# * hit, by the source's call; u = inconclusive; x = not tested or not shown; [ ] = remark or other dose. Unless noted, calls follow the shape of the dose curve; as a rule, active = well fitted curve in the direction sought with a large enough effect; inconclusive = small, poorly fitted or top-dose-only effect, or another doubt; inactive = no such curve, though single readings can be large; an effect the other way counts as inactive or inconclusive. Unless noted, % is scaled to controls: 0 for no effect and ±100 for the full control effect.
SMILES,15-hLO-2 inh,ALOX12 inhib,IMPase inh,PNC assembly inh
COCCCN(C(=O)Nc1ccc(C)c(C)c1)C(C)c1ccccn1 (stereo not drawn),-8%,7%,5,-12
C=CCn1c(SCC(=O)c2ccc(O)c(O)c2)nnc1-c1ccccc1OC,-22%,-24%,-5,-3
CSCC[C@H](NC(=O)CC(C)(C)C)c1nc2ccccc2[nH]1,2%,-1%,3,u
NC(=O)c1ccccc1N/C=C/C(=O)c1ccc(Cl)cc1,-4%,-18%,-8,33
COc1ccc(C)cc1S(=O)(=O)N(C)CC(=O)NCc1ccco1,-14%,2%,-12,28
O=C(Nc1ccc(S(=O)(=O)NC2CCCC2)cc1)c1cnccn1,-1%[2.29 µM],8%,8,-5
COc1ccc(Cn2nnnc2C(c2cc3cccc(C)c3[nH]c2=O)N2CCOCC2)cc1 (stereo not drawn),-11%,-4%,-17,-28
CC1(C)C(C=C(Cl)Cl)C1C(=O)N(Cc1ccccc1Cl)C1CCS(=O)(=O)C1 (stereo not drawn),x,0%,x,4
CC1(C)CNC(=O)CC(C)(C)N1O,-15%,-13%,0,51
O=C(Nc1ccccc1)c1ccc(S(=O)(=O)N2CCOCC2)cc1,-5%,-3%,-5,u
CN1CCN(Cc2nc3ccccc3c(=O)n2Cc2nc(-c3ccc4ccccc4c3)cs2)CC1,x,-1%,1,u
O=C(Nc1cnn(Cc2ccccc2)c1)c1cc2nc(-c3ccco3)cc(C(F)(F)F)n2n1,-11%,6%,7,26
O=C(CSc1nnc(-c2cccs2)n1-c1ccccc1)NCc1ccc2c(c1)OCO2,-2%,-9%,-9,14
CCN(CC)S(=O)(=O)c1cccc(C(=O)N2CC(O)CC2C(=O)OC)c1 (stereo not drawn),-6%,0%,7,-23
Nc1nc(-c2ccccc2)[nH]c(=O)c1N,x,-6%,x,-17
COC(=O)[C@@H]1C[C@H]1[C@@H](NC(=O)c1ccc(Br)cc1)c1ccccc1,-2%,-3%,x,x
CCOc1ccc(Cl)cc1S(=O)(=O)N1CCN(c2ccc(F)cc2)CC1,3%,-6%,-2,u
O=C(Cn1nnc2ccccc21)OCC(=O)c1ccccc1,x,5%,-7,79
Cc1cc(SCCOc2ccc(Br)cc2)nc(N)n1,4%,7%,8,-19
CC(C)CC(=O)Nc1cc2nn(-c3ccccc3)nc2cc1Cl,2%,-5%,-4,46
O=C(CCN1CCN(C/C=C/c2ccccc2)CC1)Nc1ccccc1F,x,-1%,x,2
CC1CCCN(c2nc3c(c(=O)[nH]c(=O)n3C)n2CCCc2ccccc2)C1 (stereo not drawn),-10%,-6%,4,-1
CCOC(=O)C1=C(CSc2nc(CC)c(C)cc2C#N)OC(N)=C(C#N)C1c1ccc(OC)cc1 (stereo not drawn),x,-19%,x,-23
CCN(CC)S(=O)(=O)c1ccc2nc(CSc3nnnn3-c3ccc(O)cc3)[nH]c2c1,6%,-4%,8,-16

# Limited to 15-hLO-2 inh, IMPase inh and PNC assembly inh (3 entries from above):
SMILES | 15-hLO-2 inh | IMPase inh | PNC assembly inh
O=C(CSc1nnc(-c2cccs2)n1-c1ccccc1)NCc1ccc2c(c1)OCO2 | -2% | -9 | 14
CCN(CC)S(=O)(=O)c1cccc(C(=O)N2CC(O)CC2C(=O)OC)c1 (stereo not drawn) | -6% | 7 | -23
COC(=O)[C@@H]1C[C@H]1[C@@H](NC(=O)c1ccc(Br)cc1)c1ccccc1 | -2% | x | x

# Additional structures follow.
SMILES,15-hLO-2 inh,ALOX12 inhib,IMPase inh,PNC assembly inh
COC(=O)NNC(=O)C(C)Oc1ccc(Cl)cc1Cl (stereo not drawn),-10%,-2%,-9,44
Fc1ccc(CN2CCN(c3ncccn3)CC2)cc1,-2%,-2%,-8,2
Cc1noc(C)c1C(=O)Nc1ccccc1-c1ccccc1,10%,6%,-3,5
Cc1ccc2c(c1)CCCN2C(=O)c1ccncc1,x,-1%,9,13
Nc1nc2n(n1)C(c1ccccc1)CC(c1ccc(F)cc1)N2 (stereo not drawn),36%[activator],6%,3,u
COc1ccc(-c2nnc(SCC(=O)Nc3cc(C)on3)n2N)cc1OC,2%,-3%,-10,37
Cc1cccc(NS(=O)(=O)c2ccc(C)c(C(=O)OCC(=O)Nc3cc(C)on3)c2)c1,-10%,-5%,5,-100*
Cc1ccc(/C=N/NC(=O)Cn2nccc2C)o1,1%,4%,5,u
CCCOc1ccc(/C=C/C(=O)NCc2ccccc2)cc1,x,0%,x,47
CN(C)CCN1C(=O)C(=O)/C(=C(/O)c2ccc(F)cc2)C1c1ccccc1 (stereo not drawn),-1%,-1%,u,u
CC/C(Cc1ccccc1)=N\NC(=O)c1cc(C)oc1C,x,1%,1,u
O=S(=O)(/C(=C/c1ccc(C(F)(F)F)cc1)c1nc2ccccc2[nH]1)c1ccccc1,x,-5%,15,u
O=C(O)c1cc([N+](=O)[O-])ccc1NCCCc1ccccc1,u,-4%[0.00818 µM],4,x
CC(C)COP(=O)(c1ccc(N(C)C)cc1)C(O)c1ccccn1 (stereo not drawn),2%,-4%,11,-24
O=C(COC(=O)c1cc(-c2cccs2)nn1-c1ccccc1)Nc1ccc(Cl)c([N+](=O)[O-])c1,x,-1%,-3,-26
Cc1ccc(OC(C)C(=O)Nc2ccc(C)c(S(=O)(=O)Nc3ccc(C)cc3C)c2)cc1 (stereo not drawn),x,-2%,x,u
CCOC(=O)c1cnc(SCC(=O)Nc2nc(C)c(C)s2)nc1N,16%,1%,u,u
N#CC1(C#N)[C@@H](C(=O)C23CC4CC(CC(C4)C2)C3)C12CCOCC2,x,-1%,x,-3
CCn1cc(C2C(C(=O)Nc3cc(C)ccn3)=C(C)NC3=C2C(=O)CC(C)(C)C3)c(C)n1 (stereo not drawn),x,3%,x,30
Cc1c(-c2c(C#N)c(N)nc3c2CCCCCC3)cnn1C,0%,-5%,0,-25
COc1ccc(/C(N)=N/OC(=O)Cc2ccccc2)cc1,x,-3%,2,17
O=C(COc1ccccc1)Nc1ccc2c(c1)nc1n2CCOC1,4%,-1%,-3,8
O=C(/C=C/c1ccc(F)cc1)c1ccccc1Br,x,-2%,18,7
CN=c1scc(C)n1/N=C/c1ccc(O)c(O)c1O,u,-29%,u,-7
O=C(O)c1ccc(C(=O)c2ccccc2C(=O)O)cc1C(=O)O,12%[11.4 µM],-1%[11.4 µM],x,x
O=c1c2c3nc4ccccc4nc3n(-c3ccc4c(c3)OCCO4)c2ncn1CC1CCCO1 (stereo not drawn),u,-6%,-2,-10
COc1ccc(NC(=O)c2sc(NC(=O)COc3ccccc3)nc2C)cc1,20%,-29%,-1,-16
COc1ccccc1C(=O)Nc1ccc(S(=O)(=O)Nc2cc(C)on2)cc1,24%[11.4 µM],1%,-2[1.84 µM],u
C=CCn1c(SCC(=O)Nc2ccccc2OC)nc(O)c(CC)c1=O,-6%,-2%,-1,-24
CCn1ncc(C2=NOC(C(=O)Nc3cc(OC)c(Cl)cc3OC)C2)c1C (stereo not drawn),-2%,-2%,1,31
COc1cc(NC(=O)c2cccs2)c(OC)cc1NC(=O)CCn1nnc2ccccc21,-5%,-4%,6,17
CCOC(=O)C1CCCN(C2CC(=O)N(c3ccc(C)cc3)C2=O)C1 (stereo not drawn),-3%,3%,-2,44
COc1cc(-c2nc(-c3ccccn3)no2)cc(OC)c1OC,-8%,2%,-9,33
Cc1ccc(-n2nc3c(c2NC(=O)/C=C\c2ccc4c(c2)OCO4)CSC3)cc1,x,-18%,x,24
Cc1cccc(NC(=S)NNC(=O)COc2ccc(Cl)cc2Cl)c1,x,u,-1,65
CCCCn1c(NC(=O)CC)c(C#N)c2nc3ccccc3nc21,0%[2.29 µM],1%,3,u

# Filtered by structure, the compounds so far containing two or more sulfur atoms.
SMILES,15-hLO-2 inh,ALOX12 inhib,IMPase inh,PNC assembly inh
O=C(CSc1nnc(-c2cccs2)n1-c1ccccc1)NCc1ccc2c(c1)OCO2,-2%,-9%,-9,14
CCN(CC)S(=O)(=O)c1ccc2nc(CSc3nnnn3-c3ccc(O)cc3)[nH]c2c1,6%,-4%,8,-16
CCOC(=O)c1cnc(SCC(=O)Nc2nc(C)c(C)s2)nc1N,16%,1%,u,u

# Other entries follow.
SMILES,15-hLO-2 inh,ALOX12 inhib,IMPase inh,PNC assembly inh
O=C(COC(=O)c1ccccc1)c1ccc(Br)cc1,-21%,2%,8,-24
COC(=O)[C@H]1C[C@@H]1[C@H](NC(=O)[C@H]1C[C@@H]1[C@H](NC(=O)OCc1ccccc1)c1ccccc1)c1ccccc1,x,-5%,x,9
CCCC(CCC(=O)Nc1ccc(C(=O)OCC)cc1)C(=O)O (stereo not drawn),x,1%,-4,192
CCC(C)(C)n1nnnc1C(c1cc2cccc(C)c2[nH]c1=O)N1CCCC1 (stereo not drawn),-8%,-3%,-3,32
CCn1c(SCC(=O)N=Nc2c(O)[nH]c3ccccc23)nnc1-c1ccc(C(C)(C)C)cc1,x,0%,x,u
Nc1cc(C(=O)OCC(=O)N2CCCC2)ccc1Cl,4%,-2%,7,-27
Cc1cc(C(F)F)n2nc(C(=O)Nc3ccc(S(=O)(=O)NC45CC6CC(CC(C6)C4)C5)cc3)nc2n1,-9%,3%,-3,-29
CCN(CC)C(=O)CSc1nc(OC)cc(=O)[nH]1,x,-1%,x,23
O=c1cc(CSc2nc3ccccc3[nH]2)c2ccccc2[nH]1,4%,-1%,0,u
COc1ccc(S(=O)(=O)Oc2ccc3ccccc3c2)cc1,x,-4%,x,14
COC(=O)COc1nc(C)c2c(c1C#N)CC(C)(C)OC2,6%,14%,2,u
CCCCCSc1nc2c(c(=O)[nH]c(=O)n2C)n1CCc1ccccc1,-7%,-1%,2,u
COC(=O)/C=C/C(=O)Nc1cccnc1,-4%,-3%,8,12
CCC(=O)Nc1ccc(-c2nnc(-c3ccccc3)o2)cc1,-4%,-4%,-3,5
COC(=O)c1ccc(N2CCN(C)CC2)c(NC(=O)c2cc3ccccc3o2)c1,36%[activator],6%,-6,-22
O=C(NCc1ccccc1)C1CCCN(C(=O)Nc2ccccc2)C1 (stereo not drawn),0%,-5%,5,u
COc1cccc(C(=O)/C=C/Nc2ccc(S(=O)(=O)Nc3onc(C)c3C)cc2)c1,x,-9%,-7,u
CCOc1ccc(OCC)c(NC(=O)CC2Oc3ccccc3NC2=O)c1 (stereo not drawn),-8%,-2%,3,9
N/C(=N\OC(=O)COc1ccc2ccccc2c1)c1cccnc1,x,-1%,x,-15
O=C(O)C1CCCN(S(=O)(=O)c2ccc(Br)cc2)C1 (stereo not drawn),7%,0%,-7,-3
CCOC(=O)c1c(C)n(C)c2cc(OCCN(CC)CC)ccc12,15%,6%,7,-19
OC(COc1c(Br)cc(Br)cc1Br)CN1CCOCC1 (stereo not drawn),11%,-1%,3,u
COc1cc(OC)c(NS(=O)(=O)c2ccc(Cl)c(C(=O)OC(C)C(=O)N3CCCC3)c2)cc1Cl (stereo not drawn),x,-3%,x,64
CCCCCOC(=O)Cn1c(=O)c2c(nc(N3CCOCC3)n2C)n(C)c1=O,10%,-6%,-6,13

# 5 compounds already listed, sorted by SMILES length, lowest first:
SMILES,15-hLO-2 inh,ALOX12 inhib,IMPase inh,PNC assembly inh
N/C(=N\OC(=O)COc1ccc2ccccc2c1)c1cccnc1,x,-1%,x,-15
O=C(NCc1ccccc1)C1CCCN(C(=O)Nc2ccccc2)C1 (stereo not drawn),0%,-5%,5,u
CCOc1ccc(OCC)c(NC(=O)CC2Oc3ccccc3NC2=O)c1 (stereo not drawn),-8%,-2%,3,9
COC(=O)c1ccc(N2CCN(C)CC2)c(NC(=O)c2cc3ccccc3o2)c1,36%[activator],6%,-6,-22
COc1cc(OC)c(NS(=O)(=O)c2ccc(Cl)c(C(=O)OC(C)C(=O)N3CCCC3)c2)cc1Cl (stereo not drawn),x,-3%,x,64

# Not all compounds are listed. The share of hits here may be higher or lower than overall.
